Calpain2 inh = blocks pig calpain II enzyme activity. purified calpain II, fluorogenic peptide substrate, 30 min. inhibition, % at 16 µM. 220,000 compounds, 0.37% hits;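 active = inhibition above about 50%, limit read from the data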
KCC2 mod = modulates chloride dependent transport by human KCC2; KCC2 cells, thallium flux FluoZin-2 fluorescence; Q9H2X9; 190,000 compounds, 2.2% hits; B-score of Tl+ flux slope (higher = more flux/activation; lower = inhibition) at 10 µM;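 active = thallium flux slope and its plate-corrected score both differing from the plate sample mean at a set confidence after two filtering rounds, in either direction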;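 also: slope of fluorescence scaled to starting intensity during 10 to 20 s after thallium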
Rad51 HR inh = blocks human Rad51 in homologous recombination; inhibition, % at 10 µM; 200,000 compounds, 0.085% hits; Q06609; hRad51 DNA strand exchange, fluorescence dequenching;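 active = inhibition above 40% at the single screening dose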;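 also: 0% = DMSO control wells and 100% = blanks with heterologous ssDNA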
Target sequence (Q06609 whole entry, looked up): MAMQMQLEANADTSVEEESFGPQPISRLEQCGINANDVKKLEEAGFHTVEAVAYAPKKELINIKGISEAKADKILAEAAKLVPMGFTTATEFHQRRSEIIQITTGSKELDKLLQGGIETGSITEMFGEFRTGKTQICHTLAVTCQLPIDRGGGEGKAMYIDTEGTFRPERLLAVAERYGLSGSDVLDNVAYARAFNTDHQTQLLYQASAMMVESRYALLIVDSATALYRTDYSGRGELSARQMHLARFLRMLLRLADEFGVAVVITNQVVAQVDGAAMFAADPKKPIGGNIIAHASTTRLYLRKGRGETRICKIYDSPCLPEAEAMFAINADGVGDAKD
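Material: hRad51 filaments on single-stranded DNA; Reagent: Donor/quencher-labelled 47-bp dsDNA substrate; Compound: 10 µM final, single point; Schedule: 37 °C 15-min filament assembly, 30-min compound preincubation, 15-min exchange; Technique: FRET fluorescence, excitation 485 nm, emission 520 nm; Benchmarks: control wells and blank wells on each plate.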
Furin inh = human furin inhibition; inhibition, % at 30 µM; P09958; purified furin, fluorogenic substrate cleavage; 220,000 compounds, 0.061% hits; in the data active = inhibition above about 25%; also: inactives centre near -15
Target sequence (P09958 108-714 limits assumed): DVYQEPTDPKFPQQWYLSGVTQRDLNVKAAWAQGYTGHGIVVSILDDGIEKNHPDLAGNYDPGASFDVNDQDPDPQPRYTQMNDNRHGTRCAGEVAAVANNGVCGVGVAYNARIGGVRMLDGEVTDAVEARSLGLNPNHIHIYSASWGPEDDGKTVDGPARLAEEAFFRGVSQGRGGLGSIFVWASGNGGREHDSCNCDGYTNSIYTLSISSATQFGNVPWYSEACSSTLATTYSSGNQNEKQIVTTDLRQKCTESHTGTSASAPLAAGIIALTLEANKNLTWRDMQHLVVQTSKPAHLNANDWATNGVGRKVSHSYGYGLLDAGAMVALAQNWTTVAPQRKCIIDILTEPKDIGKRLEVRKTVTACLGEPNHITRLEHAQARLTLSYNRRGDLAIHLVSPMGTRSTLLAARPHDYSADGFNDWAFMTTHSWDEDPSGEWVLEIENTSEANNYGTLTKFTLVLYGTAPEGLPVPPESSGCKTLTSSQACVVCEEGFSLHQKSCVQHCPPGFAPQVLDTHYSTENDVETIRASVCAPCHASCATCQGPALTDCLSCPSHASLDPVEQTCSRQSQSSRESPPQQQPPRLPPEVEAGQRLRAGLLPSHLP
thrombin 1536 = thrombin (human) inhibition. P00734. alpha-thrombin, Boc-VPR-AMC fluorogenic substrate cleavage. inhibition, % at 5 µM. 220,000 compounds, 0.26% hits. AID 1046;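 active = inhibition at or above 40%; inactive = inhibition below 40%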;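 also: 0% = enzyme with no compound and 100% = wells without enzyme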
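System: human alpha-thrombin protein; Compound dosing: one concentration per compound, 5 µM, with 0.2% DMSO; Timing: reaction at room temperature; Technique: AMC fluorescence, 355/460 nm; Controls: enzyme without compound as high, wells lacking enzyme as low.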
PERK inh = inhibitors of human PERK kinase. CHO PERK-DD fusion, SEAP luminescence translation reporter. inhibition, % at 5.6 µM. 220,000 compounds, 0.17% hits;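 active = inhibition above the mean inhibition of all tested compounds plus 3 SD, set separately per screening campaign, cut at about 2.9% in these data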;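 also: PERK kinase domain activated by AP20187 dimerizer at 100 nM; 0% = DMSO with dimerizer and 100% = rapamycin at 8.4 µM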
FXIa inh 1536 = factor XIa (human) inhibition. inhibition, % at 5 µM. AID 798. 220,000 compounds, 0.14% hits. P03951. purified FXIa, Boc-Glu-Ala-Arg-AMC fluorogenic substrate;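 active = inhibition of at least 40%; inactive = inhibition below 40%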;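 also: fluorescence of freed AMC excited at 355 nm; 0% = enzyme without compound and 100% = no enzyme blank; many of its hits are not listed in these tables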
FXIIa inh = blocks human coagulation factor XIIa protease activity | 220,000 compounds, 0.3% hits | inhibition, % at 5 µM | P00748 | purified FXIIa, Boc-QGR-AMC fluorogenic substrate, 2 h | AID 800; in the data active = inhibition above about 40%;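 also: 0% = enzyme with no compound and 100% = blank without enzyme; many of its hits are not listed in these tables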
hK5 inh = blocks human kallikrein 5 protease activity; Q9Y337; recombinant hK5, fluorogenic AMC substrate cleavage; inhibition, % at 5 µM; 210,000 compounds, 0.59% hits; AID 873;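 active = inhibition of 40% or more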;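 also: 0% = enzyme controls without compound and 100% = no-enzyme blanks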
* = called active by the depositor; · = not tested or not shown; [ ] = dose if it differs, or a comment. A portion of the library. The share of hits here may be higher or lower than overall.

SMILES	Calpain2 inh	KCC2 mod	Rad51 HR inh	Furin inh	thrombin 1536	PERK inh	FXIa inh 1536	FXIIa inh	hK5 inh
COc1ccc(NC(=O)c2c(F)cccc2F)cc1S(=O)(=O)Nc1ccc(Br)cc1	-13	-0.37	·	-19	0	-0.3	13	16	6
C=C(C)C(=O)OCCCCCCOc1ccc(C(=O)O)cc1	-23	-1.2	0	-13[20 µM]	2	-0.5	7	13	-8
C/C(=N\NC(=O)c1ccccc1F)c1ccc(C#N)cc1	-7	·	12	-26	-3	0.0	-4	8	1
O=C(NCCSc1ccccc1)c1ccco1	-24	·	1	-19	-15	0.6	-7	6	-24
O=c1c2cccnc2n(-c2ccccc2)n1Cc1c(Cl)cccc1Cl	-83	-0.1	16	-33	-11	0.6	-4	2	-11
C=CCNC(=S)Nc1cc(C)ccn1	-8	1.5	·	-32	3	1.6	1	10	·
COC(=O)c1cn(C(=O)c2ccc(C)cc2C)c2ccccc12	19	-0.18	·	-24	1	0.0	3	7	·
CCOc1ccc(/C=C2\SC(N3CCc4ccccc4C3)=NC2=O)cc1	20	-0.92	3	-13	1	0.7	10	9	-2
CC(/C=C/c1ccccc1)=N/O	10	·	8	-19	5	0.8	2	12	3
O=C(CSc1ncn(-c2ccccc2)n1)Nc1ccc(Br)cn1	13	-0.56	-2	16[20 µM]	-2	-0.4	-4	8	5
NC(=O)C1(N2CCCCC2)CCN(C(=O)c2ccccc2)CC1	19	-0.067	-4	-43	3	0.6	-8	-1	-5
COc1ccccc1CNc1cc(C)ccc1C	-35	0.8	2	-4[20 µM]	-9	0.9	8	14	-22
CC1OC(OCC2OC(Oc3c(-c4ccc(O)cc4)oc4cc(O)cc(O)c4c3=O)C(O)C(O)C2O)C(O)C(O)C1O (stereo unspecified)	-4	0.0062	9	-17	1	0.1	3	12	-4
Cn1nnnc1SCC(=O)Nc1ccccc1[N+](=O)[O-]	-2	0.42	4	-21[20 µM]	-5	2.4	0	8	-13
Cc1cccc2sc(N(CCN(C)C)C(=O)c3cc(Cl)sc3Cl)nc12	1	0.3	8	-10	-3	1.2	2	11	-9
Cc1cccc(CSC(Nc2ccc(F)cc2)=C(C#N)C#N)c1	-32	-5*	-2	-12	-8	0.5	-3	0	-17
Cc1ccc(NS(=O)(=O)c2ccc(NC(=O)C3CCCO3)cc2)cc1 (stereo unspecified)	-33	-0.19	-4	-11[20 µM]	2	-0.8	4	15	7
Cc1ccccc1N(C)S(=O)(=O)c1ccc2[nH]cc(C(=O)NCC3CCCO3)c(=O)c2c1 (stereo unspecified)	-20	-1.3	1	-24	-6	0.4	1	-1	2
CC1(C)CC(CCC(=O)Nc2ccc(S(N)(=O)=O)cc2)C(=O)O1 (stereo unspecified)	14	1.9	-1	-20	1	0.5	10	4	0
CCC(=O)N1Cc2ccccc2-c2ccccc2C1=O	-9	-0.95	11	-20[20 µM]	3	1.6	1	12	-23
Fc1ccc(NCc2cccnc2)cc1	0	-0.6	1	-5[20 µM]	4	0.0	0	10	4
COC(=O)c1ccc(OCC(O)Cn2nnc3ccccc32)cc1 (stereo unspecified)	-30	-0.21	-10	-11	-8	0.5	-2	-1	0
O=C(COc1ccc(Cl)cc1Cl)N1CCCC1	-28	-0.22	·	-20[20 µM]	3	0.6	1	14	-6
CCOc1ccccc1NC(=O)c1c(NC(=O)CCC(=O)O)sc2c1CCCCC2	8	-0.24	9	-6	2	1.6	1	6	1
O=C(CCCOc1ccccc1)Nc1ccc(S(=O)(=O)Nc2ccccn2)cc1	-58	0.51	·	-19	-3	0.2	-5	1	-7
CCCC(=O)NCc1cc(-c2nn(C)c(=O)c3ccccc23)ccc1C	13	-0.45	0	-5[20 µM]	-2	-0.2	-12	2	-34
Cc1ccc(N2C(=O)CSC23C(=O)Nc2ccccc23)cc1 (stereo unspecified)	-8	·	0	-18	5	0.3	2	14	0
COc1ccc(NC(=O)CC(C)C)c(OC)c1	29	·	31	-16[20 µM]	-3	-0.6	-25	-3	-26
CN(C)c1ccc(/C=C2\NC(=S)N(Cc3ccccc3)C2=O)cc1	26	2.6	-422	-12[20 µM]	8	0.0	8	7	-4
CC1CCCCC1NC(=O)CSc1ccsc1[N+](=O)[O-] (stereo unspecified)	-3	-1	1	-22	-4	-1.1	-2	11	4

2 of the compounds above, with two lines to a compound:
Values run as follows: Calpain2 inh	KCC2 mod	Rad51 HR inh	Furin inh	thrombin 1536	PERK inh	FXIa inh 1536	FXIIa inh	hK5 inh
- COc1ccc(NC(=O)CC(C)C)c(OC)c1
→ 29	·	31	-16[20 µM]	-3	-0.6	-25	-3	-26
- CN(C)c1ccc(/C=C2\NC(=S)N(Cc3ccccc3)C2=O)cc1
→ 26	2.6	-422	-12[20 µM]	8	0.0	8	7	-4

The list goes on:
SMILES	Calpain2 inh	KCC2 mod	Rad51 HR inh	Furin inh	thrombin 1536	PERK inh	FXIa inh 1536	FXIIa inh	hK5 inh
CN(C)C(=N)c1n[nH]nc1SCc1ccc(Cl)c(Cl)c1	5	0.36	7	-6	-8	-0.2	-4	1	-5
CC1(C)Cc2ccccc2-c2nnc(-c3cccnc3)n21	-5	·	·	-8	4	1.0	4	15	0
CCOC(=O)Cn1c(=O)oc2cc(S(=O)(=O)N(C)Cc3ccco3)ccc21	13	0.55	-4	3	5	1.5	10	4	18
Cc1cccc(NCCC(=O)c2ccc([N+](=O)[O-])cc2)c1C	-15	-0.27	1	-25	-5	1.5	-3	4	-2
O=C(O)C1=C[C@H](c2csc3ccccc23)C[C@H](OCCCCO)O1	17	1.6	-7	-15	-7	0.6	-1	4	-2
O=c1c2c(ncn1CCO)nc1n2CCC1	-4	·	10	-17[20 µM]	6	2.0	7	16	-4
CCO[C@H]1OC(C(=O)NC2CC2)=C[C@@H](C2CC2)[C@@H]1CCCO	11	0.63	4	-25	1	1.1	1	6	3
Nc1c(C(=O)c2ccc(Cl)cc2)sc2c1c(=O)[nH]c(=O)n2-c1ccccc1	1	-0.37	7	-5	-1	0.2	1	13	31
COc1ccc(NC(=O)C2Cc3ccccc3CN2C(=O)c2ccccc2)cn1 (stereo unspecified)	-63	0.44	-28	-18	2	-0.2	7	18	5
Cc1cc(C)c(C#N)c(SCC(=O)N(C)C2CCCCC2)n1	-14	-0.56	-1	-18	-1	0.1	2	13	-20
COC(=O)Nc1ccc(S(=O)(=O)N2CCCC(C(=O)N3CCCCC3)C2)cc1 (stereo unspecified)	19	2.3	5	-17	21	-0.6	1	11	13
Cc1cc(NC(=O)c2cccc([N+](=O)[O-])c2)no1	-8	0.25	17	-9	-4	1.1	-2	4	-2
COc1ccc(/C=C(/C#N)C(=O)Nc2cccc(C)c2C)cc1C(=O)O	-18	·	3	-3[20 µM]	-5	-0.5	4	6	-13
Cn1c(C(=O)N2CCCC(C(=O)O)C2)cc2sccc21 (stereo unspecified)	18	0.37	4	-21	3	1.5	-1	12	-4
O=C(NC1CCCC1)c1cccc(NC(=O)c2ccco2)c1	-9	·	-3	-17[20 µM]	-1	-0.9	-1	12	-10
CN=C1CC(C)(C)CC(=O)/C1=C(/O)CCCN1C(=O)c2ccccc2C1=O	-1	0.19	10	-15	1	-0.3	-4	3	-10
O=C(Nc1ccc(Cc2ccc(NC(=O)N3CCOCC3)cc2)cc1)N1CCOCC1	13	-0.099	1	-12	-3	-0.1	5	16	1
CN(c1ccc(C(=O)Nc2ccccc2Sc2ccccc2)cc1)S(C)(=O)=O	19	·	-3	-12[20 µM]	-6	-1.4	-7	-19	0
Cc1cc(C(=O)NCCC2=CCCCC2)c(C)o1	-19	0.17	-3	-32[20 µM]	-6	1.0	-6	-9	-1
O=S(=O)(c1cccc2nonc12)N1CCN(c2ccccc2F)CC1	-21	0.11	-3	-25	-1	1.9	4	12	·
CCCCN(CCCC)CC(O)Cn1c2ccccc2c(=O)c2ccccc21 (stereo unspecified)	-328	0.027	·	-37	-20	0.6	-8	-9	-3
O=[N+]([O-])c1cccc(/C=N/n2cnnc2)c1O	-3	0.56	-1	2	-2	0.9	5	6	-24
Cc1nn(C)cc1CNC(=O)c1ccc(Br)o1	-1	0.81	-2	-17	-5	1.6	-11	-1	4
Cc1ccc(NC(=O)CSc2nc3ccccc3c(=O)n2CCCC(=O)N2CCCC2)cc1	-65	-0.64	-6	-12	-2	-0.2	-5	3	-5
O=C(NCC(=O)N1CC(O)CC1C(=O)N1CC(O)CC1C(=O)OCc1ccccc1)OCc1ccccc1 (stereo unspecified)	-10	-0.7	5	-31	0	0.4	1	7	0
O=C(NC(=S)Nc1ccccc1N1CCCC1)c1ccco1	27	134*	-44	-13	-2	0.6	-2	6	-4
COc1ccc(OCc2n(CC(=O)OC3CC(C)CCC3C(C)C)c3ccccc3[n+]2C)cc1 (stereo unspecified)	14	-0.96	-13	3	0	-1.9	-1	9	1
O=C1Nc2ccccc2N(O)N1c1cc(-c2ccccc2Cl)no1	13	·	-2	-7[20 µM]	4	3.2*	5	16	-2
Cc1c(C(=O)NCc2ccc3c(c2)OCO3)cccc1[N+](=O)[O-]	-3	0.41	18	-21	1	1.1	9	18	-12
CCc1nn(C(C)C(=O)Nc2cccc(C)c2C)c(=O)c2cc3occc3n12 (stereo unspecified)	-19	-3.1	-6	1	-2	-1.0	-6	-4	11
O=C(CCNC(=O)c1ccc([N+](=O)[O-])cc1)Nc1ccccc1N1CCOCC1	12	0.71	-19	-20	-3	0.3	1	3	-2
Nc1c(-c2ccccc2)cnc2cc(-c3ccccc3)nn12	-30	1.3	24	-23	-5	2.8	-6	2	-9
O=C(CCC(=O)OCc1ccc(Br)cc1)Nc1ccccc1	7	-1.4	-3	-19	-8	0.7	7	5	-10
CCOC(=O)c1sc(NC(=O)c2c(OC)cccc2OC)nc1C	30	-0.65	9	-18[20 µM]	2	-2.2	0	11	-2
CCn1ccnc1CN(C)Cc1cn(-c2cccc(C)c2)nc1-c1cccc(F)c1	35	·	18	-23	0	1.6	-1	5	·
Nc1cccnc1Oc1ccc(F)cc1F	5	-0.2	8	-5	-7	0.1	3	4	-7
O=C(Nc1ccc(Cl)c(C(F)(F)F)c1)c1ccncc1	-7	-0.43	17	-23	15	0.3	2	9	5
CCc1ccc(C2N3CC4([N+](=O)[O-])CN2CC([N+](=O)[O-])(C3)C4(C)C)cc1 (stereo unspecified)	14	0.16	-1	-7	-17	0.7	4	10	-11
O=C1CCCN1C(=O)CCC(=O)N1CCCC1=O	-6	·	6	-15	-1	1.2	1	21	-10
CC(C)C(c1nnnn1Cc1ccc(F)cc1)N1CCSCC1 (stereo unspecified)	0	-0.78	9	-25[20 µM]	2	0.1	6	17	-27
COc1ccc(C(=O)NC(=S)Nc2cccc(NC(=O)c3ccco3)c2)cc1[N+](=O)[O-]	24	0.22	-5	-4	3	-0.4	11	8	-5
Cc1ccc(-c2nc3ccsc3c(=O)[nH]2)cc1	-18	0.015	0	-7	-1	-0.3	-7	2	-4

Taken from above:
hK5 inh, COc1ccc(NC(=O)c2c(F)cccc2F)cc1S(=O)(=O)Nc1ccc(Br)cc1 = 6
FXIIa inh, CN=C1CC(C)(C)CC(=O)/C1=C(/O)CCCN1C(=O)c2ccccc2C1=O = 3
Calpain2 inh, Cc1c(C(=O)NCc2ccc3c(c2)OCO3)cccc1[N+](=O)[O-] = -3
hK5 inh, Nc1c(-c2ccccc2)cnc2cc(-c3ccccc3)nn12 = -9
Furin inh, CCc1ccc(C2N3CC4([N+](=O)[O-])CN2CC([N+](=O)[O-])(C3)C4(C)C)cc1 (stereo unspecified) = -7
hK5 inh, CC(/C=C/c1ccccc1)=N/O = 3

Bioassay records from PubChem BioAssay.
